# Screening data from PubChem.
# 14-3-3 Bad PPI: inhibitors of 14-3-3 zeta/Bad binding, primary screen, biochemical, TR-FRET, bovine 14-3-3 zeta | AID 781, 2007 | TR-FRET 14-3-3zeta/Dy647-pBad peptide displacement, 1 h | inhibition, % at 21.7 µM | 0.71% of 220,000 active | 14-3-3 protein zeta/delta (Bos taurus), P63103;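 active = inhibition above about 70%, limit read from the data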;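 also: 0% = full 14-3-3 plus peptide FRET controls and 100% = background without 14-3-3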
# Tb hexokinase: Trypanosoma brucei hexokinase 1 inhibitors, primary screen, biochemical, G6PDH-coupled NADH absorbance, MLSCN library | recombinant TbHK1, G6PDH-coupled NADH A340 | inhibition, % at 10 µM | 0.11% of 220,000 active | AID 1430, 2008;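 active = inhibition of 50% or more in the single-dose primary screen; inactive = inhibition below 50%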
# Runt-CBFb FRET: inhibitors of RUNX1 Runt–CBFb binding, primary screen, biochemical, FRET, Cerulean-Runt, Venus-CBFb, uHTS | Runt-related transcription factor 1 (Homo sapiens) + Core-binding factor subunit beta … | Cerulean-Runt/Venus-CBFb FRET ratio 530/480, 1 h | inhibition, % at 20 µM | 0.46% of 220,000 active | AID 1496, 2009;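 active = inhibition over about 50% at 20 µM in the single-dose screen, limit read from the data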;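 also: 0% = DMSO wells and 100% = excess unlabeled CBFb competitor control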
#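 Schedule: protein complex preformed 1 h, compound exposure 1 h, room temperature, dark; test system: Cerulean-labeled Runt domain protein; amount: 100 nM per protein; buffer or medium: Tris 50 mM pH 7.5, KCl, K2SO4, 0.01% BSA; read-out: loss of energy transfer signal; detection: FRET fluorescence; controls: 5 µM unlabeled CBFb as full-inhibition high control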
# EBV gp42 block: Epstein-Barr virus gp42 inhibitors, primary screen, biochemical, uHTS, fluorescence polarization; inhibition, % (tested at 21.74 µM); Glycoprotein 42 (Epstein-Barr virus (strain AG876)), Q1HVG2; 0.42% of 220,000 active; Fluorescence polarization binding assay, mP read-out; in the data active = inhibition above about 50%
# Target sequence (Q1HVG2 whole entry, looked up): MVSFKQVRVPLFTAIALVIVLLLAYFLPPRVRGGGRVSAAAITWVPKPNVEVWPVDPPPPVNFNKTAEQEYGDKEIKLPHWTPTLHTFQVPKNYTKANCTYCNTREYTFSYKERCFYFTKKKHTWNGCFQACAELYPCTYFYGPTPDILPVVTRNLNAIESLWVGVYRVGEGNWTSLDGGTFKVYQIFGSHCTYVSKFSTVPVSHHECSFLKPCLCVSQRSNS
# Hck-Nef inh: inhibitors of Nef-activated human Hck kinase, primary screen, biochemical, Z-Lyte FRET, 384-well, Hck-YEEI. Recombinant Hck-YEEI plus Nef, Z-Lyte FRET kinase assay. inhibition, % at 20 µM. 0.68% of 220,000 active. AID 463187, 2010. Tyrosine-protein kinase HCK (Homo sapiens), P08631;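 active = Hck-Nef kinase inhibition above about 50%, limit read from the data; inactive = inhibition below that limit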;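 also: 0% = DMSO with Hck plus Nef and 100% = Hck alone without Nef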
# NCF1 inh: p47phox/p22phox peptide binding inhibitors, primary screen, biochemical, uHTS, NADPH oxidase regulatory subunit | AID 1274, 2008 | fluorescence polarization, 2 h | inhibition, % at 24.7 µM | Neutrophil cytosol factor 1 (Homo sapiens), P14598 | 0.53% of 220,000 active;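 active = inhibition above about 30%, limit read from the data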;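 also: 0% = p47phox with labelled peptide and 100% = labelled peptide alone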
# Target sequence (P14598 whole entry, looked up): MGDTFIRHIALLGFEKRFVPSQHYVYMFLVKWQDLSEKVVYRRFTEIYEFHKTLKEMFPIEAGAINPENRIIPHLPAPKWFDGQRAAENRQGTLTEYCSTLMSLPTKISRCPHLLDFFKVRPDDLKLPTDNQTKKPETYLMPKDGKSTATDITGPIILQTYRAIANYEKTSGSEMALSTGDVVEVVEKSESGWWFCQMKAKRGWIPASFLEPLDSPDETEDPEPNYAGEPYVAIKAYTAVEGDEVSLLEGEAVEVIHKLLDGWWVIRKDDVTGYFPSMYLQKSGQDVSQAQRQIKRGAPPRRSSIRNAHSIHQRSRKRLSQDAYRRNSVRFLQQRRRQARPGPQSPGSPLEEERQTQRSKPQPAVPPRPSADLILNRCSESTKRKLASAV
# Mdm2 ligase inh: MDM2-luciferase reporter signal enhancers, primary screen, MDM2 E3 ligase inhibitor project, cell-based, luminescence, 1536-well. E3 ubiquitin-protein ligase Mdm2 (Homo sapiens), Q00987. cell-based MDM2 ubiquitination luciferase reporter, 2 h; 0 = plate control, 100 = twice control, blank-subtracted. signal enhancement, % at 5 µM. 0.11% of 210,000 active;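 active = signal enhancement of 30% or more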;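 also: luminescence tracks abundance of the self-degrading MDM2-luciferase fusion protein; higher signal means inhibition of MDM2 E3 ligase activity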
# Target sequence (Q00987 whole entry, looked up, the tested form may be a part): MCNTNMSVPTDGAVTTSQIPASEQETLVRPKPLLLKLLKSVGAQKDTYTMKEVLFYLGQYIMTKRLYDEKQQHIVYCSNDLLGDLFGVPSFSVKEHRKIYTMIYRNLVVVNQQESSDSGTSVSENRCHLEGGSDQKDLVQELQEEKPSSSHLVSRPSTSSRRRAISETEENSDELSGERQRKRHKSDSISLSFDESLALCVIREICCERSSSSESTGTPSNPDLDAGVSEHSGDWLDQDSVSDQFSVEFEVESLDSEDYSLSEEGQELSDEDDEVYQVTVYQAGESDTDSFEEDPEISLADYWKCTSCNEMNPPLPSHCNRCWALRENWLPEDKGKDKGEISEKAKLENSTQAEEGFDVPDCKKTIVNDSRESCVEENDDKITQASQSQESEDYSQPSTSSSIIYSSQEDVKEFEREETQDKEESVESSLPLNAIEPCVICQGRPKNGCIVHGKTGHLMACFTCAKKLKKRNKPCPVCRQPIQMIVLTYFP
#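 Test system: mammalian cells stably expressing self-ubiquitinating, self-degrading MDM2 E3–luciferase fusion; Amount: 2000 cells in each well; Medium: DMEM; Schedule: 4 h settle plus 2 h compound, 37 °C; Technique: SteadyLite luciferase luminescence after 15 min room-temperature reagent incubation; Benchmarks: plate control and blank wells.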
# Runt-SMMHC FRET: inhibitors of RUNX1 Runt–CBFb-SMMHC binding, primary screen, biochemical, FRET, Cerulean-Runt, Venus-CBFb-SMMHC, uHTS; Runt-related transcription factor 1 (Homo sapiens) + Core-binding factor subunit beta …; Cerulean-Runt/Venus-CBFb-SMMHC FRET ratio 530/480, 1 h; inhibition, % at 20 µM; 0.74% of 220,000 active; AID 1434, 2008;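 active = mean inhibition across duplicate retests at 20 µM reaching about 50%, limit read from the data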;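 also: 0% = DMSO wells and 100% = wells with excess untagged CBFb-SMMHC; inhibitors lower the FRET ratio by blocking Runt binding to CBFb-SMMHC; some results filed as inactive read as strong as hits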
# L929 necroptosis: inhibitors of zVAD-triggered necroptosis, primary screen, L929 cells. 0.38% of 220,000 active. viability rescue, % at 10 µM. AID 1377, 2008. L929 zVAD necroptosis rescue, ATP luminescence, 24 h; with zVAD 60 µM;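 active = activation, scaled between plate controls, above about 75%, limit read from the data; inactive = activation under that limit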;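 also: 0% = zVAD with DMSO and 100% = DMSO alone without zVAD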
# Active calls of the source: *; nt = no result given; & = joins results of further samples; [ ] = remark or other dose.
SMILES,14-3-3 Bad PPI,Tb hexokinase,Runt-CBFb FRET,EBV gp42 block,Hck-Nef inh,NCF1 inh,Mdm2 ligase inh,Runt-SMMHC FRET,L929 necroptosis
CC(=O)N1N=C(c2ccccc2)OC12CCCC2,0.4,-0.4,1.0,0.3,19.7,-12.2,-3.6,-0.5,1.6
COc1ccc2c(c1)C(C)=CC(C)(C)N2S(=O)(=O)c1ccc(Br)cc1,-3.4,13.6,-0.3,-6.0,18.2,-11.4,-6.1,2.5,-2.9
O=C(CN1CCOCC1)N/N=C/c1ccco1,-7.7,-7.8,0.1,3.1,25.1,-4.4,1.1,2.8,3.6
CN1CCN(C(=O)/C=C/c2cn(-c3ccccc3)nc2-c2ccc3c(c2)OCCO3)CC1,-3.2,-11.1,1.5,-1.5,-3.8,-29.1,2.5,-0.1,44.7
O=C(/C=C(\c1ccccc1)n1cncn1)c1ccccc1,-1.1,-9.6,1.5,-20.4,5.2,-6.2,-4.4,0.3,nt
COCCNC(=O)/C(C#N)=C/c1ccc(O)c([N+](=O)[O-])c1,2.6,-27.2,5.8,6.2,19.7,5.2,-5.3,-6.7,10.5
Cc1cc(C)nc(SC2=CS(=O)(=O)c3ccccc32)n1,-6.3,-5.8,0.5,-30.9,5.7,-4.9,4.2,7.3,-0.3
COC(=O)C1=C(C)NC2=C(C(=O)CCC2)C1c1coc2ccccc2c1=O (stereo not given),16.4[fluorescence artefact?],-3.8,-62.6,-22.2,8.3,-8.0,-4.8,-117.6,-1.6
CCOc1ccc2nc(/N=C/c3c(C)[nH]n(-c4ccc(C)cc4)c3=O)sc2c1,3.5,-8.9,-2.4,-20.2,2.5,2.2,nt,0.8,-1.0
O=C(Nc1ccc(N2CCCC2)c(Cl)c1)c1cccnc1,-6.5,-0.3,-3.3,-5.7,-8.0,-15.5,3.4,-18.7,-0.2
CCN1CCc2c(OCc3ccc(C)cc3)cccc2C1=O,-2.3,-0.1,-4.5,-11.8,27.5,-6.6,19.1,-1.0,-1.2
COc1ccc(OCCNC(=O)C(c2ccccc2)c2ccccc2)cc1,-0.8,-6.5,-3.8,-12.9,0.4,2.9,-19.5,-11.7,0.9
COc1ccc(CNC2CCCc3ccccc32)cc1OC (stereo not given),-6.6,12.3,2.4,-13.5,2.4,-18.8,-6.6,3.7,0.3
COc1ccc(C)cc1-n1nnnc1SCC(=O)NC(=O)NCc1ccco1,2.5[fluorescence artefact?],7.3,4.5,20.1,3.1,-10.8,-0.4,0.9,1.4
CCCOP(=O)(OCCC)C(NC(=O)C(C)(C)C)c1ccccc1 (stereo not given),3.5,-2.2,0.0,-13.7,1.9,-6.4,-0.2,1.5,0.7
COc1ccc(N2CCN(C(=O)CCN3C(=O)C4C5C=CC(C5)C4C3=O)CC2)cc1 (stereo not given),1.4,-11.3,-1.6,13.3,-17.2,10.8,-18.8,-2.3,0.1
N#C/C(=C/c1ccc(-c2ccccc2[N+](=O)[O-])o1)C(=O)NCCN1CCCCC1,-5.9,-40.8,-0.7,2.6,16.2,2.8,-7.7,-8.3,-0.2
COCCNC(=O)C(OC(=O)c1nsc(Cl)c1Cl)C(C)C (stereo not given),-0.3,-1.1,-1.5,-10.1,2.8,1.5,-15.3,3.0,-0.3
COc1ccc(C(C)=O)cc1COC(=O)c1cc(C)oc1C,4.4,-7.2,-3.1,-17.9,0.8,-10.1,-16.5,2.4,1.4
O=C(Nc1ccc2nc3n(c(=O)c2c1)CCCCC3)c1ccccc1Cl,5.7,-5.7,-1.4,-6.0,4.5,-9.0,-9.8,3.6,3.7
Cc1ccc(C(=O)N/N=C\c2cccs2)cn1,3.0,-31.5,nt,-1.1,-4.9,3.6,-3.6,6.0,-0.2
CC(=O)n1cc([C@@H]2C=C(C(=O)N3CCN(Cc4ccc5c(c4)OCO5)CC3)O[C@H](OCCCCO)C2)c2ccccc21,4.8,-14.1,-2.3,-10.7,7.4,-16.6,nt,-4.6,0.3
O=C(CSc1nc(-c2ccccc2)nc2c1CCCC2)N1CCOCC1,8.9,-5.0,-2.1,-11.9,0.7,4.7,-19.4,-5.9,-0.2
COc1ccccc1N(CN1CCCC1=O)C(=O)COc1ccccc1,-7.1,9.1,-0.5,1.5,10.5,-4.8,-2.4,0.3,1.3
Cc1ccc(CNc2nc3c([nH]2)c(=O)n(C)c(=O)n3C)cc1,-12.8[fluorescence artefact?],-4.8,1.4,1.5,3.8,-4.0,-12.7,-3.2,-0.2
CC1(c2ccc3noc(-c4cccc(F)c4)c3c2)OCCO1,-12.8,-2.5,4.8,-6.5,22.2,-8.9,-4.9,5.4,3.0
COc1cc([N+](=O)[O-])cc(/C=N/NC(=O)c2ccc(C)nc2)c1O,8.4,-5.2,-11.9,-26.9,1.7,-6.1,-5.2,-9.8,0.8
Cc1ccc(C)c(-c2cc(C(=O)NN3CCOCC3)c3ccccc3n2)c1,-7.6,-0.6,-0.8,12.7,-9.5,-0.6,-10.3,-1.7,1.3
COC(=O)c1ccc2c(c1)C(=O)/C(=C/c1ccc(C)cc1)O2,-2.1,-9.7,1.4,-17.7,4.1,-13.9,10.3,4.7,0.7
CC(O)[C@H]1CNC(=O)C(=O)N1CCc1cc(C(F)(F)F)cc(C(F)(F)F)c1 (stereo not given in full),1.2,-3.0,-1.0,-20.5,16.0,-8.5,10.9,1.6,0.4
COc1cccc(C(=O)OCCN2CCOCC2)c1,8.1,4.7,-1.0,-10.8,10.4,-3.8,-90.5,-1.6,-0.4
O=S(=O)(Nc1ccncc1Cl)c1cccc(Cl)c1Cl,2.7,-3.0,-0.5,-18.1,-7.8,-7.0,-18.3,1.7,3.9
Cc1nc(COc2ccccc2Cl)sc1-c1ccnc(N)n1,16.6,-20.8,0.4,-15.2,23.1,-10.1,0.8,0.5,2.9
O=C(CCCCCNc1nc(=S)[nH]c2ccccc12)N1CCN(c2ccccn2)CC1,4.0,-2.0,3.1,-2.8,1.2,-4.0,-22.1,-1.3,0.2
CCCN1CCC(NC(=S)Nc2ccc(S(N)(=O)=O)cc2)CC1,-1.6,-7.8,-0.5,-2.7,0.9,7.2,-12.9,0.4,-0.8
CCOC(=O)N1CCN(c2c(NCCCOC(C)C)c(=O)c2=O)CC1,5.3[fluorescence artefact?],0.0,3.1,-7.7,-4.3,-10.2,-21.9,-1.2,1.3

# Of the compounds above, these have a nitro group on carbon.
SMILES,14-3-3 Bad PPI,Tb hexokinase,Runt-CBFb FRET,EBV gp42 block,Hck-Nef inh,NCF1 inh,Mdm2 ligase inh,Runt-SMMHC FRET,L929 necroptosis
COCCNC(=O)/C(C#N)=C/c1ccc(O)c([N+](=O)[O-])c1,2.6,-27.2,5.8,6.2,19.7,5.2,-5.3,-6.7,10.5
N#C/C(=C/c1ccc(-c2ccccc2[N+](=O)[O-])o1)C(=O)NCCN1CCCCC1,-5.9,-40.8,-0.7,2.6,16.2,2.8,-7.7,-8.3,-0.2
COc1cc([N+](=O)[O-])cc(/C=N/NC(=O)c2ccc(C)nc2)c1O,8.4,-5.2,-11.9,-26.9,1.7,-6.1,-5.2,-9.8,0.8

# Next part:
SMILES,14-3-3 Bad PPI,Tb hexokinase,Runt-CBFb FRET,EBV gp42 block,Hck-Nef inh,NCF1 inh,Mdm2 ligase inh,Runt-SMMHC FRET,L929 necroptosis
COc1cccc(OC)c1OCCNCCO,8.8,-3.4,-1.6,-5.0,-9.5,-0.3,2.3,0.6,-0.9
Cc1cccc(Oc2cnn(C(C)(C)C)c(=O)c2Cl)c1,-1.0,6.3,-3.1,-3.0,2.0,-7.7,nt,0.6,0.8
Cc1ccc(C)c(NC(=O)C2CC(O)CN2C(=O)OCc2ccccc2)c1 (stereo not given),-3.7,4.8,-1.6,-4.6,0.0,-5.3,7.8,0.7,-0.4
Cc1ccc(Cc2cnc(NC(=O)/C(C#N)=C/c3ccc(-c4ccccc4[N+](=O)[O-])o3)s2)cc1,-1.9,-8.9,-8.2,-12.4,5.5,-17.1,-12.6,-21.8,1.0
OC1(Cc2ccccc2)CCNCC1,-10.6&-0.3,-10.7&-12.2,0.7&1.0,-6.1&-10.5,2.7&18.4,-9.4&-5.4,-10.3,-2.0&2.4,0.1&0.1
COc1ccc(N2C(=O)C3[C@@H](C2=O)C2(Cl)C(Cl)=C(Cl)C3(Cl)C2(OC)OC)cc1 (stereo not given in full),-1.8,-4.3,1.0,19.5,2.1,-0.7,-7.8,-1.6,1.0
CN(C(=S)NC(=O)c1ccccc1Br)C1CCCCC1,-5.1,4.9,0.3,5.1,-0.5,-5.5,-7.4,-3.6,-0.6
COc1cccc(NC(=O)c2cc(-c3ccncc3)nc3c(C)cc(C)cc23)c1,-9.7,-15.5,-0.8,-6.8,4.3,-28.0,-19.1,-0.8,72.6
COCCNC(=O)CN1CCN(C(c2ccccc2)c2ccccc2)CC1,87.9*,3.4,2.3,-3.0,0.6,-8.6,-3.4,5.1,0.2
COc1ccc(CNC(=O)CN(Cc2ccccc2)C(=O)c2csnn2)cc1,11.0,0.5,-1.1,1.7,-2.0,-5.5,-13.9,3.4,-0.4
COc1cccc(C2=CC(c3ccc(C)cc3)n3ncnc3N2)c1 (stereo not given),-2.3,-6.4,-153.7,21.9,-2.0,-20.5,-0.3,21.6,0.1
COc1ccc(-c2nnn(CC(=O)N(Cc3ccco3)C(C(=O)NCC3CCCO3)c3ccco3)n2)cc1 (stereo not given),4.0,14.9,4.2,-4.9,4.8,-4.8,-7.7,-2.7,0.1
O=C(CN1C(=O)NC2NC(=O)NC21)N/N=C/c1ccc(F)cc1 (stereo not given),-9.3,1.0,3.0,-18.7,42.6,-8.0,-6.2,-4.4,1.3
COc1ccccc1CC(=O)Nc1ccc2nc(C)sc2c1,-3.3[fluorescence artefact?],4.1,-0.5,-21.2,0.1,-4.7,-14.0,1.2,-0.4
CCCc1cn(S(=O)(=O)c2ccc(OC)cc2OC)nc1N,-1.4[fluorescence artefact?],3.8,-1.3,-17.5,6.8,-7.4,-14.3,1.2,0.7
COc1cc2c(cc1OC)CC(=O)N(C)CC2,-3.7,-3.7,-0.9,-17.6,3.2,-1.3,2.2,3.6,1.0
Cn1nc([N+](=O)[O-])nc1Oc1ccccc1C(=O)N1CCOCC1,-5.8,-3.8,-0.2,1.7,2.0,-2.3,-19.9,-1.0,3.1
N/C(=N\OC(=O)c1ccccc1Cl)c1ccccc1,-5.6[fluorescence artefact?],10.8,-1.6,-5.0,1.0,-15.8,-57.8,-2.8,0.1
